Bioassay records: PubChem BioAssay, several laboratories
NR1D1 modulator: modulators of Rev-erb alpha DNA binding, primary screen, biochemical, FITC-DNA, fluorescence polarization, uHTS; activity, % at 10 µM; Rev-erbα–FITC-DNA binding, 90 min; Nuclear receptor subfamily 1 group D member 1 (Homo sapiens), P20393; 0.79% of 370,000 active;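 active means activity above about 14%, limit read from the data; passing the limit was not always enough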;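 further: 0% = DMSO wells with 35 nM protein and 100% = DMSO wells with 750 nM protein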
hgDAF12 agonist: H. glycines DAF-12 receptor agonists, primary screen, cell-based, luminescence, HEK293, GAL4 fusion, UAS-luciferase. 1.8% of 370,000 active. activation, % at 6.8 µM. HEK293 GAL4-hgDAF12 UAS-luciferase reporter, agonist luminescence; normalized to butyrate control. Nuclear hormone receptor DAF-12 (Heterodera glycines), GAL4 fusion;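 active means activation above a cutoff set at the mean of all screened compounds plus 3 SD, cut at about 10% in these data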;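 further: 0% = DMSO wells and 100% = sodium butyrate wells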
DAX1 inh-1: DAX1 (NR0B1) inhibitors on StAR promoter, primary screen, cell-based, luminescence, SF-1 (NR5A1), full-length DAX-1; HEK293T StAR-luciferase reporter, SF-1/DAX-1 repression relief; 1.1% of 370,000 active; inhibition, % at 6.8 µM; AID 652010, 2013;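 active means inhibition above the mean over all tested compounds plus 3 SD, cut at about 3.6% in these data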;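 further: 0% = DAX-1 cells with DMSO and 100% = cells lacking DAX-1 with DMSO; higher inhibition means more luminescence from relief of DAX-1 repression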
PLCb3 inh: human PLC-beta3 inhibitors, primary screen, biochemical, fluorescence | 1-phosphatidylinositol 4,5-bisphosphate phosphodiesterase beta-3 (Homo sapiens), Q01970 | Purified PLC-beta3, fluorogenic substrate | inhibition, % at 12.2 µM | 0.18% of 370,000 active | AID 720704, 2013; in the data active means inhibition above about 11%;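 further: 0% = median of compound wells on plate and 100% = full blocker control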
Target sequence (Q01970 whole entry, looked up): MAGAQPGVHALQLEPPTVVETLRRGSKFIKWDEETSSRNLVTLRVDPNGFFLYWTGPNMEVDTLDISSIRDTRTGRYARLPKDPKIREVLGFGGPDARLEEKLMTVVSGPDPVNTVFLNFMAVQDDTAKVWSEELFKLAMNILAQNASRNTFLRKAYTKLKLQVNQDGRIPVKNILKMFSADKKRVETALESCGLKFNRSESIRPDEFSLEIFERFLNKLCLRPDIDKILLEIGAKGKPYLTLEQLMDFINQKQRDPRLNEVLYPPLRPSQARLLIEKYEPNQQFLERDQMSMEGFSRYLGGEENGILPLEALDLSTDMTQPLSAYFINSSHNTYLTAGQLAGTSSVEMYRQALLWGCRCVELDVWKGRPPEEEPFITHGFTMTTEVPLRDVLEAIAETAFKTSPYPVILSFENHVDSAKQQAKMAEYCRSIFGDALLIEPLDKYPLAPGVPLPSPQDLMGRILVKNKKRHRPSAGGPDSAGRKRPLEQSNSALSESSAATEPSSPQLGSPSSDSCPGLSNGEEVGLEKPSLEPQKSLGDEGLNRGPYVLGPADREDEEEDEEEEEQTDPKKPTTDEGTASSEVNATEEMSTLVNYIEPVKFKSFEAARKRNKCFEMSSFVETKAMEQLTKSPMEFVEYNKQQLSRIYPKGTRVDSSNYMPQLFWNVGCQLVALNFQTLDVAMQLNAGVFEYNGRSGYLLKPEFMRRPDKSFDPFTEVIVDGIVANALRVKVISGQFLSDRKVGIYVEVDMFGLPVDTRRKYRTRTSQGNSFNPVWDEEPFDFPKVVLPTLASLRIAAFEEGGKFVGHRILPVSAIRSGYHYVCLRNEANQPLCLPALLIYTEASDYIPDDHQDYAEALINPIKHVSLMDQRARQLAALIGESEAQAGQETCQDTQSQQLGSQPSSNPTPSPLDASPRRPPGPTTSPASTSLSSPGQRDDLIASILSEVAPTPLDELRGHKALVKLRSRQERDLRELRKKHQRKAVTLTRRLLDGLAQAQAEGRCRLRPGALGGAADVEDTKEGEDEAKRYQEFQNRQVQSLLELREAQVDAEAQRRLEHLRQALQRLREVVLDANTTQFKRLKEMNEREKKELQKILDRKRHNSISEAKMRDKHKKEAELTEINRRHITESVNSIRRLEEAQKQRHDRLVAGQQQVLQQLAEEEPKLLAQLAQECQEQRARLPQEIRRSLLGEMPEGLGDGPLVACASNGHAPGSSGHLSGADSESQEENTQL
DAX1 inh-2: DAX1 (NR0B1) inhibitors, primary screen, cell-based, HEK293, Gal4-DAX1, luciferase luminescence. Nuclear receptor subfamily 0 group B member 1 (Homo sapiens), P51843. HEK293 Gal4-DAX1 luciferase reporter. inhibition, % at 6.75 µM. 0.99% of 340,000 active. AID 504766, 2011;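 active means inhibition above the mean over all tested compounds plus 3 SD, cut at about 4.2% in these data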;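 further: 0% = DAX1-transfected cells with DMSO and 100% = empty-vector control cells with DMSO; inhibition shows as a rise in luminescence from relieved DAX1 repression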
SMARCA2 activ: SMARCA2 (BRM) function activators, primary screen, cell-based, luminescence, high throughput; MG213 cells, MMTV-luciferase reporter, dexamethasone, overnight; 1% of 370,000 active; activation, % at 9.1 µM; in the data active means activation above about 7.8%;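 further: 0% = vehicle wells and 100% = reference activator wells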
hcDAF12 agonist: H. contortus DAF-12 nuclear receptor activators, primary screen, cell-based, luminescence, HEK293, lit1-tk-luc reporter; HEK293 hcDAF-12 lit1-tk-luc reporter; 0% DMSO, 100% Δ7-dafachronic acid; activation, % at 6.8 µM; 1.4% of 370,000 active;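 active means activation above the mean of all tested compounds plus 3 SD, cut at about 5.5% in these data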;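 further: 100% = response to 3 µM Δ7-dafachronic acid high control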
HGIII-sPLA2 inh: human group III sPLA2 inhibitors, primary screen, biochemical, QFRET, BODIPY PC-A2 liposome substrate | Group 3 secretory phospholipase A2 (Homo sapiens), Q9NZ20 | QFRET BODIPY PC-A2 liposome hydrolysis, fluorescence | inhibition, % at 12.2 µM | 0.56% of 370,000 active | AID 743126, 2013;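 active means inhibition above mean plus 3 SD of compounds lying within the high and low control bounds, cut at about 19% in these data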;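 further: 0% = median of test compound wells and 100% = no enzyme DMSO wells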
GAA850 FXN act: FXN promoter activators, primary screen, cell-based, luciferase luminescence, HEK293 lucGAA850; HEK293 lucGAA850 FXN promoter luciferase reporter, 24 h; percent of 10 µM SAHA response; 0.56% of 360,000 active; activation, % at 6 µM;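 active means activation above the average of all compounds screened plus 3 SD, cutoff fixed separately per campaign, cut at about 7.5% in these data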;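 further: 0% = DMSO wells and 100% = 10 µM SAHA wells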
PG9 binder: binders of HIV-1 gp120 antibody PG9, primary screen, biochemical, TR-FRET. TR-FRET gp120-PG9 antibody binding. 0.43% of 360,000 active. inhibition, % at 6.7 µM. AID 624416, 2012; in the data active means inhibition above about 8.5%
ssDAF-12 act: S. stercoralis DAF-12 nuclear receptor activators, primary screen, cell-based, luminescence, HEK293, GRIP1 co-expression, lit1-tk-luc; Nuclear hormone receptor DAF-12 (Strongyloides stercoralis); HEK293 ssDAF-12/GRIP1 lit1-tk-luc reporter; % of 3 µM dafachronic acid response; activation, % at 6.8 µM; 1% of 370,000 active;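 active means activation above the mean over all tested compounds plus 3 SD, cut at about 0.9% in these data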;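 further: 0% = DMSO-only wells and 100% = 3 µM delta7-dafachronic acid wells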
Active calls of the source: *; . = no result given.

mol	NR1D1 modulator	hgDAF12 agonist	DAX1 inh-1	PLCb3 inh	DAX1 inh-2	SMARCA2 activ	hcDAF12 agonist	HGIII-sPLA2 inh	GAA850 FXN act	PG9 binder	ssDAF-12 act
CNc1nc(-c2ccc(OC)cc2)c(-c2ccc(OC)cc2)s1	4	-4.6	-0.1	-13	1.3	-2	-0.6	7	3.2	-0.8	-1.0
Cc1nc(NC(N)=S)sc1C(=O)Nc1ccccc1	2	-0.4	-0.9	0	-0.3	-2	-1.9	2	-2.7	5.8	-1.4
COc1ccc(-c2nnc3sc(-c4ccccc4OC)nn23)cc1	7	-0.1	-0.5	-3	0.7	-4	-1.3	3	0.5	0.6	-0.9
Cc1cc2nc(-c3cccnc3SCC(=O)NC3CC3)[nH]c2cc1C	3	5.6	2.5	-40	.	0	3.7	-3	.	0.2	-0.1
NS(=O)(=O)CCCc1ccccc1	-1	-2.9	0.0	1	-1.3	1	0.3	1	0.7	-1.0	-0.8
C1CCC2(CC1)C1=C(CCCC1)Nc1nnnn12	0	-2.2	-0.5	0	0.3	-2	-1.2	-7	-1.0	-1.1	-0.7
CC(=NCCCN(C)C)C1=C(O)c2ccccc2C1=O	-4	7.4	0.9	-18	0.8	2	1.8	-2	1.4	-0.1	-0.5
COc1ccc(N2C(=O)[C@H]3CCC=C[C@H]3[C@@H]2c2ccccc2Br)cc1	9	-1.8	0.9	-3	-0.1	3	-0.6	2	1.6	1.2	-0.6
Cc1c(/C=N/NC(=O)c2cccnc2)c2ccccc2n1Cc1ccccc1	-1	-1.5	-0.5	-8	.	-5	-0.7	6	-0.9	0.8	-0.8
Nc1cc(N)c2c(c1)C(=O)c1ccccc1-2	7	4.1	0.3	7	-0.4	-2	-1.0	20*	0.7	-33	-0.5
CCCCn1c(=O)nc2n(-c3ccccc3)c3ccccc3cc-2c1=O	5	-0.2	-0.7	-263	0.4	6	-0.7	-2	1.3	-1.4	-0.7
CCOC(=O)c1ccc(NC(=O)c2nc[nH]c2C(=O)NC[C@H](C)O)cc1	-3	-1.5	-1.6	-1	-1.4	-4	-0.3	-9	0.4	0.0	-0.7
Fc1ccc(CN2CCN(c3ncc(Cc4ccccc4)cn3)CC2)c(Cl)c1	-4	-5.8	-4.6	3	.	-8	-3.7	0	.	0.0	-2.0
CCCC(=O)Nc1nnc(SCC(=O)Nc2nc(C)cs2)s1	1	-3.1	0.7	-8	0.4	0	-0.9	0	-1.3	-1.2	-0.7
COc1ccc(CN(C(=O)c2ccc(C)cc2)c2cccc(N)c2)cc1	-1	-1.2	0.5	-1	-0.8	0	0.7	10	0.2	0.5	-0.3
COc1ccccc1CCC(=O)Nc1ccc2c(c1)c(=O)n(C)n2C	-5	-1.1	0.9	-481	.	-3	0.2	12	1.4	0.0	-1.2
Cc1cccc(NCC(=O)c2c(N)n(C)c(=O)n(C)c2=O)c1C	5	1.6	1.0	-1	1.2	-4	2.4	-2	-0.7	-4.1	-0.1
Cc1cc(=O)n2c(n1)NC(=NCc1ccccc1)NC2c1ccccc1 (stereo unspecified)	-8	1.3	0.1	-6	.	-7	-2.4	0	0.3	-1.3	-1.6
Cc1cnc(C(=O)Nc2c(-c3ccccc3)[nH][nH]c2=O)cn1	-2	-2.4	0.8	-2	.	-4	2.1	11	.	-3.5	-0.3
CCN(CC)S(=O)(=O)c1ccc(C(C)NC(=O)Cc2c[nH]c3ccccc23)cc1 (stereo unspecified)	-2	2.4	1.5	-6	-0.2	0	0.8	-63	0.7	-0.2	-0.1
O=C(CSc1ccccc1)Nc1ccc(S(=O)(=O)NCC2CCCO2)cc1 (stereo unspecified)	-1	-0.2	0.3	-8	0.0	-1	0.9	-14	-1.5	0.8	0.8
O=C(Nc1nncs1)c1cccc(S(=O)(=O)N2CCOCC2)c1	-2	-0.8	0.1	2	1.3	-1	0.2	1	0.3	0.0	-1.1
C[C@@H](CC#N)CN1CC[C@H](C(C)(C)C)CCC1=O	-4	-0.4	0.6	2	-1.0	0	-0.3	4	0.7	-2.8	0.0
CCn1c(SCC(=O)N(C)CC(=O)Nc2cccc(OC)c2)nnc1-c1ccco1	7	0.8	-1.3	0	-0.8	1	-0.3	3	1.1	-0.1	-1.1
Cn1c(=O)c(=O)n(C)c2cc(S(=O)(=O)N3CCN(c4ccccc4F)CC3)ccc21	7	0.1	0.1	-2	-1.8	0	-2.9	7	-0.4	2.2	-1.9
COC(=O)c1c(NC(=O)CN2CCN(c3ccccc3OC)CC2)c2cc(C)ccc2n1C	9	2.1	0.7	1	0.9	-1	4.9	0	-0.7	-1.0	0.7
O=S(=O)(CC(O)COc1ccccc1Cl)c1ccccc1 (stereo unspecified)	-5	1.9	0.5	3	0.0	3	0.2	-5	-0.4	-1.6	-0.8
Cc1ccc(-c2noc(CSc3nnc(-c4ccccc4)n3C)n2)cc1	-12	2.0	-0.6	-1	-0.1	1	-1.9	-17	-0.2	-1.7	-1.9
Cc1ccc(NC(=O)N2Cc3ccccc3CC2C(=O)NC(C)(C)C)cc1 (stereo unspecified)	0	1.5	-0.7	3	-1.0	2	0.8	5	-0.9	1.0	-1.0
COc1ccc(Cl)cc1NC(=O)CSc1nnc(CNC(=O)c2cccs2)o1	-3	1.7	0.1	-4	0.1	-1	3.3	-7	0.8	-3.2	0.5
CC(C)Cc1ccc(CN2CCCC(NC(=O)CCN3CCCO3)C2)cc1 (stereo unspecified)	-4	-0.4	0.3	-6	0.4	-1	-0.6	-4	-0.3	-1.0	-0.8
Cc1ccc(C)c(NC(=S)N2CCC(NC(=O)c3ccc(F)cc3)CC2)c1	6	-1.4	-0.1	-3	-1.0	-3	0.1	3	-0.9	-0.9	-0.9
O=C(c1ccc(Cl)cc1Cl)N1CCc2ccccc21	-1	-0.9	-0.6	-7	-0.4	-2	-0.4	-4	0.6	-1.4	-0.4
COC(=O)c1ccc(/C=N/NC(=O)CNc2cccc(C)c2)cc1	-4	-2.1	-0.4	-2	.	-2	-0.4	1	0.7	2.8	-1.4
COc1ccc(S(N)(=O)=O)cc1C(=O)N1CCCC1	3	-0.5	-0.3	4	0.3	0	-0.4	-2	2.6	-0.2	-1.2
COc1ccc(N2CC(C(=O)N[C@H](C(=O)NC(C)c3ccccc3)C(C)C)CC2=O)cc1 (stereo partly specified)	-9	0.0	0.3	-6	0.7	0	0.1	3	-0.8	0.0	-1.3
Cc1cccc(NC(=O)Cn2c(=O)oc3ccccc32)c1	-4	0.7	-0.4	-41	0.4	8.8*	-1.3	1	1.8	-0.1	-0.3
CCO[C@@H]1OC(C(=O)NCc2ccccc2)=C[C@H](c2ccccc2)[C@H]1CCCO	-8	1.2	0.4	-1	0.1	-1	1.4	1	0.5	1.4	-1.0
COc1cc(C(=O)Nc2ccc3c(c2)N(C(=O)CCN(C)C)c2ccccc2CC3)cc(OC)c1OC	-4	-2.9	0.6	-1	0.5	-4	-0.1	-4	-0.1	-0.9	-0.8
O=C(NCCc1ccccc1)C1CCCN(C(=O)NC2CCCCC2)C1 (stereo unspecified)	4	-0.2	-0.1	-1	0.4	-1	-1.1	3	-0.7	0.9	-1.3
COc1ccc2nc(SCC(=O)NC3(C#N)CCCCC3)[nH]c2c1	6	-2.2	-1.1	-6	-1.1	-3	-0.8	-9	1.3	0.5	-1.2
COC(=O)c1ccc([C@H]2C=C(C(=O)O)O[C@@H](OCc3ccc(CO)cc3)C2)cc1	0	-0.1	0.0	-7	2.3	1	-0.6	4	1.1	0.6	-0.9
O=C(Cn1c(=O)oc2ccccc21)N1CCCCC1	9	0.5	-0.6	4	-0.9	0	-1.0	3	0.1	-2.0	-0.7
COc1ccc(Cl)cc1NC(=O)CC(=O)Nc1cc(Cl)ccc1OC	3	-2.2	-0.4	-9	0.0	-2	-3.1	-65	-0.2	-0.4	-1.2
O=C(COC(=O)C1CCCCC1)Nc1ccc([N+](=O)[O-])cc1	-5	1.1	-0.1	-3	-1.0	-1	0.2	-5	-1.7	-0.3	-1.1
O=C(NC1CC(=O)c2sccc21)c1ccc(Cl)cc1Cl (stereo unspecified)	3	10	3.7*	-8	0.6	8	1.4	1	6.4	1.5	-0.1
Cc1ccccc1NS(=O)(=O)c1cc(OCC(N)=O)c(C)cc1Cl	-4	-2.1	-0.5	3	0.3	-4	1.2	-6	0.9	1.4	-0.7
COc1cc(C(=O)NCc2ccc3c(c2)cc(C)n3C)cc(OC)c1OC	-3	-2.3	-0.4	1	-1.5	-2	-0.6	-10	-3.2	-1.9	-1.2
COc1ccccc1C(=O)NCC(C)(C)CN=C1NS(=O)(=O)c2ccccc21	2	-3.0	-0.6	-6	-0.8	0	-2.6	1	-1.1	-1.9	-1.2
O=C(COC(=O)c1ccccc1)NCc1ccco1	-13	1.9	0.0	-1	3.0	1	0.0	-4	-0.1	-1.8	-0.3
CCCn1c(SCc2ccc(C(=O)OC)o2)nc2ccccc2c1=O	2	-1.2	-0.1	-4	1.2	0	-2.8	-3	4.7	-2.6	-1.4
CC(CC(=O)O)C(=O)c1ccc(Cl)c([N+](=O)[O-])c1 (stereo unspecified)	0	-2.4	0.4	-7	0.3	1	0.9	1	-0.4	1.8	-1.6
O=C(Cn1c(=O)oc2ccccc21)N1CCN(c2ccccc2)CC1	-5	-2.5	0.2	-1	-0.5	-4	-0.2	0	2.4	2.1	-1.3
Cc1cc(C)c(-c2csc(NC(=O)CCCc3nc4ccccc4c(=O)[nH]3)n2)c(C)c1	-1	-2.7	-2.5	-8	-1.1	-3	-2.7	-16	-1.8	-0.5	-2.0
COc1ccc(S(=O)(=O)N[C@@H](CC(C)C)C(=O)O)cc1	-4	-0.1	0.3	3	0.8	-1	-0.4	-2	-0.7	-1.0	-1.2
O=C(COC(=O)c1cnccn1)c1ccccc1	4	-2.2	-0.2	12*	0.3	-4	-0.6	12	-0.2	2.2	-0.2

Random draw from the library (roughly 7% active in at least one column).
